MEKK2wt PB1 HTS – raises or lowers MEK5 binding to wildtype human MEKK2 PB1 domain | 290,000 compounds, 1.1% hits | binding response (% of control), % at 10 µM | AID 1531 | bead flow cytometry, Alexa488-MEK5 binding to MEKK2 WT; actives lie on both sides; in the data active = binding response below about 67% or above about 130%
OXTR potentiator – human OXTR potentiation; P30559; CHO-OTR cells, Fluo-8 calcium fluorescence, potentiator mode; 0% = oxytocin EC15, 100% = EC100; activation, % at 3 µM; 320,000 compounds, 0.061% hits; AID 2445;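 active = activation above that plate's cutoff, the mean activation of tested compounds plus 3 SD, cut at about 6.6% in these data, passing the limit was not always enough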;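 note: 100% uses oxytocin at 75 nM as the full agonist control; some results filed as inactive read as strong as hits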
Target sequence (P30559 whole entry, looked up): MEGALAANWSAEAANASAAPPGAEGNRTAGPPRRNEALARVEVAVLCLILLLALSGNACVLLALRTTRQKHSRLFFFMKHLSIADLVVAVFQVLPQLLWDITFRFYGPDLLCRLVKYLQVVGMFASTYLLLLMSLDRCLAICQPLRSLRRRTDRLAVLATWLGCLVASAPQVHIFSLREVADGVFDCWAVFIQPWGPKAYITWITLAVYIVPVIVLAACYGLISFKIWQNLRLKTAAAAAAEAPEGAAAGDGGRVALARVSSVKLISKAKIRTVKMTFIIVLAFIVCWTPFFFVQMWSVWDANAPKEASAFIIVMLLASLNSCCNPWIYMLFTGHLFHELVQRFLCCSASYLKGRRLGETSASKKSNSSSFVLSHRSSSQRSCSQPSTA
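Assay system: CHO cell line stably expressing human OTR. Reagent: EC15 oxytocin agonist. Dosing: single dose, 3.0 µM nominal final compound concentration. Timing: compound 6 min at room temperature before oxytocin, 100 s read. Signal: kinetic Fluo-8 calcium fluorescence. Controls: oxytocin EC15 low and EC100 high.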
OXTR agonist – activates the human oxytocin receptor; AID 2435; CHO-OTR cells, Fluo-8 calcium fluorescence; normalized: DMSO 0%, oxytocin 100%; P30559; activation, % at 3 µM; 320,000 compounds, 0.32% hits;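 active = activation above the mean of all tested compounds plus 3 SD, cutoff set per screening run, cut at about 20% in these data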;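 note: peak over basal fluorescence ratio from a 100 s FLIPR kinetic read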
M18AAP inhibitor – PfM18AAP enzyme inhibition | recombinant PfM18AAP, H-Glu-NHMec fluorogenic cleavage | 290,000 compounds, 1.2% hits | inhibition, % at 7.35 µM;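 active = inhibition above the campaign mean inhibition over all tested compounds plus 3 SD, cut at about 28% in these data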;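 note: 0% = plate median of test compound wells and 100% = 2 mM ZnCl2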
GPR7 antagonist – blocks human GPR7 receptor signaling; P48145; GPR7-expressing cells, fluorescence antagonist assay; inhibition, % at 4.4 µM; 290,000 compounds, 1.1% hits; in the data active = inhibition above about 16%, passing the limit was not always enough;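 note: cells stimulated with the agonist NPW; 0% = agonist with vehicle and 100% = vehicle without agonist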
Target sequence (P48145 whole entry, looked up): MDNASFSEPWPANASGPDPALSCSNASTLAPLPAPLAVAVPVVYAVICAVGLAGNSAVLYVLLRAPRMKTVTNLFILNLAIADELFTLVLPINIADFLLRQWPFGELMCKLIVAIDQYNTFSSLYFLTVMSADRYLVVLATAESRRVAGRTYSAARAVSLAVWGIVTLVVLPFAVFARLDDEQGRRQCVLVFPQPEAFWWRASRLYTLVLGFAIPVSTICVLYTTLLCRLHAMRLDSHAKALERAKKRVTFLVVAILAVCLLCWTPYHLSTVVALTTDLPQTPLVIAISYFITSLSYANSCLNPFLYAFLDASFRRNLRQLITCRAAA
V1R ag counter – counter-screen for oxytocin receptor agonists: human V1a receptor agonists. P37288. CHO-V1R cells, Fluo-8 calcium fluorescence, agonist mode; 0% DMSO, 100% 3 nM vasopressin. activation, % at 3 µM. 320,000 compounds, 0.25% hits;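 active = activation above the mean activation of all tested compounds plus 3 SD, per screening run, cut at about 20% in these data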;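 note: signal is peak over basal fluorescence ratio across a 100 second FLIPR read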
NALP1 inh – NALP1 inhibition; AID 2071; S. cerevisiae NALP1/ASC/caspase-1 growth, X-gal OD620, 72 h; inhibition, % at 10 µM; 280,000 compounds, 0.61% hits; in the data active = inhibition mostly above about 24%, no sharp cut-off; inactive = mostly below about 32%; note: some compounds called inactive have numbers as strong as hits
GalR3 antagonist – antagonists of human GalR3. 360,000 compounds, 0.44% hits. HEK293 GalR3-CNG cAMP membrane potential fluorescence; galR3 body fused to GalR1 C-terminus. inhibition, % at 3 µM. AID 651719;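 active = inhibition above the screen-wide average plus 3 SD, cut at about 13% in these data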;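 note: forskolin and galanin both at EC90 stimulate the cells; cAMP rise reported by CNG channel membrane potential dye signal; 0% = forskolin plus galanin with DMSO and 100% = forskolin alone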
Target sequence (O60755 1-299 limits assumed): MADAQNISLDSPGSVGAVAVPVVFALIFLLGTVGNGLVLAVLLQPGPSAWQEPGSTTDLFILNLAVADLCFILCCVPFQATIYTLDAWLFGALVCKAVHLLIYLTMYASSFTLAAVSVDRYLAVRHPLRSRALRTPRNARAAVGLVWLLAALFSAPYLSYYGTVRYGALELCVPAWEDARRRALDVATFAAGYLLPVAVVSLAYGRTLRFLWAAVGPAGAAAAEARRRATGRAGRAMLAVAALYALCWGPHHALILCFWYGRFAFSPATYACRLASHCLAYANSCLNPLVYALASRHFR
MEKK2mut PB1 HTS – signal of MEK5 binding to mutant human MEKK2 PB1 domain | 290,000 compounds, 0.35% hits | percent response, % at 10 µM | bead flow cytometry, Alexa488-MEK5 binding to MEKK2 mutant | AID 1530; in the data active = percent response above about 24%, passing the limit was not always enough; note: inactives centre near 1; some results filed as inactive read as strong as hits
An asterisk follows results filed as active; · = no result given; & = joins results of further samples; ! = not active in a repeat; [ ] = dose if it differs, or a comment.

SMILES	MEKK2wt PB1 HTS	OXTR potentiator	OXTR agonist	M18AAP inhibitor	GPR7 antagonist	V1R ag counter	NALP1 inh	GalR3 antagonist	MEKK2mut PB1 HTS
O=C(NCC(=O)N(c1cnc2ccccc2c1)C(C(=O)NC1CCCC1)c1ccncc1)c1ccco1 (stereo unspecified)	·	-0.6	0.3	-2.1	-4.7	-0.1	-62.6	-0.8	·
CC(=O)NC(Cc1ccc(F)cc1)C(=O)O (stereo unspecified)	95.0	1.0	-0.3	-7.9	-5.9	1.3	2.6	-1.5	-6.0
CO[C@@]1(NC(=O)C2SC(=C(C(N)=O)C(=O)O)S2)C(=O)N2C(C(=O)O)=C(CSc3nnnn3C)CS[C@@H]21 (stereo partly specified)	·	-5.4	-0.5	·	·	1.4	·	-3.8	·
CSCCC(NC(=O)c1ccccc1Cl)C(=O)NCCc1ccccn1 (stereo unspecified)	·	-8.3	1.3	·	·	0.3	·	-3.4	·
Cc1cc(O)c(N=Cc2cc3c(cc2[N+](=O)[O-])OCO3)cc1C	·	-13.2	-0.3	·	·	0.1	·	0.0	·
COCC(C)NC(=O)c1ccc2nc(-c3ccccc3)c(-c3ccccc3)nc2c1 (stereo unspecified)	98.0	-5.2	-2.4	-3.4	3.7	0.8	·	-8.6	-2.0
O=C(Cc1ccccc1)CC1(O)C(=O)Nc2ccccc21 (stereo unspecified)	84.0	-1.4	2.0	0.9	-0.6	2.1	4.2	-5.5	-2.0
CCNC(=S)N1CCN(CC)CC1	98.0	3.6	1.3	-0.2	-9.7	-0.5	1.2	7.2	-4.0
Cc1cc(C)n2nc(C(=O)NNC(=O)c3ccccc3)nc2n1	101.0	-1.4	0.7	5.1	-13.2	1.4	-9.0	-3.3	6.0
O=C(COC(=O)CCC1CCCC1)Nc1ccc(F)cc1Cl	·	0.0	-2.1	·	·	-0.6	·	-0.9	·
CCN1CCN(CC(=O)Nc2ccc3c(c2)OCCO3)C(=O)C1=O	104.0	-4.0	0.0	0.2	-4.8	0.8	-22.3	2.2	8.0
O=C(NC(=S)N1CCOCC1)c1cc2ccccc2o1	95.0	7.3	-0.8	-4.0	-4.4	-0.2	0.9	-8.1	-10.0
O=C(CN1C(=O)COc2ccc(Cl)cc21)NC1CC1	106.0	2.2	-0.1	2.0	-3.6	0.2	19.6	-4.2	7.0
COc1ccc(-c2ccc3c(c2)S(=O)(=O)c2cccc(C(=O)N4CCN(c5ccc(Cl)cn5)CC4)c2C3=O)cc1OC	·	-4.4	0.7	·	·	1.6	·	-0.1	·
COc1ccc2cc3c(N)nn(C(=O)c4ccc(F)cc4)c3nc2c1	101.0	1.4	-3.0	1.9	-11.1	-1.4	·	-2.5	11.0
CC(C)=Nc1ccccc1C1COC(=O)C1=N (stereo unspecified)	101.0	-3.4	-0.4	4.9	-1.2	-0.3	30.2	-2.0	0.0
NS(=O)(=O)c1ccc(CCNC(=O)Cc2ccc(S(=O)(=O)N3CCOCC3)s2)cc1	·	0.1	0.6	·	·	-0.4	·	-2.4	·
COc1ccc(-n2c(SCC(=O)Nc3ccccc3C)nc(O)c(Cc3ccccc3)c2=O)cc1	97.0	-0.2	0.6	-13.7	-7.3	0.1	12.4	1.1	2.0
COc1ccc(F)c(C2C(C#N)=C(N)Oc3n[nH]c(C(C)(C)C)c32)c1 (stereo unspecified)	91.0	-3.1	-1.8	-1.0	3.1	-1.5	-3.4	-6.3	-6.0
Oc1ccc(C[C@@H]2CNCCN2CCC23CC4CC(CC(C4)C2)C3)cc1	·	-16.4	20.4*	·	·	8.0	·	4.8	·
O=C(NNC(=O)c1ccc(Cl)c([N+](=O)[O-])c1)c1ccncc1	108.0	-9.2	-0.4	1.9	-3.3	11.4	-3.0	-4.6	2.0
O=C(NCC(=O)N1CCN(c2cccc(Cl)c2)CC1)c1ccc(Br)o1	·	-4.4	-0.6	·	·	1.1	·	-3.7	·
O=C(CSc1nnc(Cn2cnc3ccccc32)o1)Nc1cccc2ccccc12	19.0*[inhibitor]	-13.4	2.2	8.0	-5.0	1.0	13.4	-2.0	-15.0
COC(=O)c1ccccc1NC(=O)c1cc2ccccc2o1	116.0	-17.1	-2.5	-3.3	-22.4	-0.2	2.0	-4.0	23.0
O=C(CN(C1CCCCC1)S(=O)(=O)c1ccccc1)N1CCCC1	110.0	-6.1	-1.5	-0.4	-5.1	-0.6	-1.5	-0.9	8.0

Going on with the list.
SMILES	MEKK2wt PB1 HTS	OXTR potentiator	OXTR agonist	M18AAP inhibitor	GPR7 antagonist	V1R ag counter	NALP1 inh	GalR3 antagonist	MEKK2mut PB1 HTS
CCOC(=O)c1ccccc1NC(=O)CN1C(=O)NC(C)(CCc2ccccc2)C1=O (stereo unspecified)	·	-12.2	-2.5	·	·	-0.1	·	2.3	·
Cc1ccc(S(=O)(=O)Nc2ccccc2C=Nc2cccc(C)c2C)cc1	96.0	-0.9	-0.9	5.4	-4.6	-0.7	34.7	-8.3	20.0
COC(CNC(=O)c1cc(C(=O)c2c(-c3c(Cl)cccc3Cl)noc2C)c[nH]1)OC	99.0	-15.0	1.9	-7.3	1.5	1.3	3.5	-0.9	4.0
COC(=O)c1ccccc1NC(=O)CN(Cc1ccccc1)S(C)(=O)=O	103.0	1.0	-0.1	-13.1	-10.8	0.4	16.1	-3.9	4.0
CN(C)S(=O)(=O)c1ccc(Cl)c(NC(=O)COC(=O)[C@@H]2CCCN2C(=O)c2cccs2)c1	92.0	-7.5	3.3	-0.7	-20.3	1.8	-3.4	-7.1	-5.0
CCCOC(=O)/C(C)=N\NC(=O)c1ccco1	102.0	-3.6	0.3	-1.4	-1.7	-0.1	-0.7	4.3	5.0
CCCc1c(C)c2ccc(OCC(C)=O)cc2oc1=O	101.0	-4.4	-0.1	-3.2	3.1	0.2	28.1	-3.0	4.0
COc1cccc(NC(=O)N2CCC(NC(=O)C3CCCCC3)CC2)c1	99.0	-1.1	0.2	-4.1	-6.4	0.5	3.8	-8.9	4.0
O=C(/C=C/c1cn(-c2ccccc2)nc1-c1cccnc1)NCCN1CCOCC1	88.0	11.1	1.7	-0.3	-5.7	1.1	5.9	17.8*	-4.0
Cc1cc(=O)[nH]c(Nc2ccc(C(=O)OC(C)C)cc2)n1	112.0	-9.6	0.3	3.4	-11.0	-0.3	22.5	2.4	10.0
O=C(NNC(=O)c1c(O)c2ccccc2[nH]c1=O)c1ccccc1	98.0	-0.1	4.1	23.6	-4.3	0.2	-4.1	-2.6	-4.0
COc1ccc(-c2nc(SCC(=O)Nc3nccs3)c(-c3ccc(Cl)cc3)[nH]2)cc1	108.0	-4.7	2.4	4.1	-11.7	3.4	20.6	·	5.0
Cc1cc(C)n2nc(SCc3nnc(-c4ccc(F)cc4)o3)nc2n1	90.0	-14.6	-0.3	-13.8	-5.6	-0.8	-5.8	·	-3.0
COC(=O)c1sc(S(=O)(=O)NC(Cc2ccccc2)C(=O)O)c(C(=O)OC)c1C (stereo unspecified)	·	-3.1	-0.6	·	·	0.1	·	-2.8	·
CCn1c(=N)n(CC(=O)c2ccc(OC)c(OC)c2)c2ccccc21	105.0	-1.7	-1.7	8.2	-1.4	-1.1	-8.3	·	8.0
O=C(/C=C/c1cccs1)N1CCC2(CC1)Oc1ccc(Cl)cc1C(=O)C21CC(c2ccccc2)=NO1 (stereo unspecified)	90.0	-9.8	-0.3	·	·	-0.1	·	-4.1	1.0
CC1Cn2c(nc(=O)c3c2NCN(CCc2ccccc2)C3)S1 (stereo unspecified)	66.0	0.6	0.0	12.9	14.8	0.9	-4.5	-1.4	-14.0
CCOc1ccc(-n2c(-c3ccc(OC)cc3)c[n+]3c2CCCCC3)cc1	115.0	-7.4	-1.1	0.7	36.4*	0.3	·	55.6*	29.0
O=C1CCN(c2ccc([N+](=O)[O-])cc2F)CC1	101.0	-6.4	0.8	2.4	-9.3	0.7	1.8	-2.0	1.0
Cn1c(SC/C=C/c2ccccc2)nnc1-c1cnccn1	108.0	-0.9	-0.4	-5.9	-4.3	0.7	-2.8	-2.2	11.0
Nn1c(Nc2ccccc2)nc2ccccc2c1=O	116.0	1.9	1.2	-6.1	5.5	0.8	2.8	-6.0	14.0
CCN(CC)CC(C(=O)N(CC)CC)P(=O)(c1ccccc1)c1ccccc1 (stereo unspecified)	101.0	3.8	-0.2	-0.4	4.5	-0.1	41.6*	-2.0	2.0
CC(C)Cn1c(O)c2ccc(C(=O)N=NC(=O)c3cccnc3)cc2c1O	114.0	-0.4	0.1	-6.7	-1.6	1.6	29.5	4.2	11.0
COc1ccc(C(C(=O)NCc2ccc(F)cc2)N(C(=O)c2csnn2)C2CC2)cc1 (stereo unspecified)	103.0	-15.3	0.3	-8.9	-3.7	-0.6	6.4	-9.7	4.0
Cc1csc(N2CCCC2c2nc3cc(C(F)(F)F)ccc3n2CCOCCO)n1 (stereo unspecified)	107.0	-3.9	0.0	·	·	-0.4	·	-5.4	3.0

Carrying on.
SMILES	MEKK2wt PB1 HTS	OXTR potentiator	OXTR agonist	M18AAP inhibitor	GPR7 antagonist	V1R ag counter	NALP1 inh	GalR3 antagonist	MEKK2mut PB1 HTS
CCOC(=O)Nc1ccc2c(c1)N(CCCN(C)C)c1ccccc1CC2	127.0	-0.5	8.7	0.7	-6.6	1.7	22.4	-1.5	18.0
Cc1ccccc1OCC(=O)N(Cc1ccc(N(C)C)cc1)C1CCS(=O)(=O)C1 (stereo unspecified)	102.0	2.3	-0.2	0.9	10.9	0.2	-6.4	-2.9	-1.0
COc1ccc(S(=O)(=O)N2CCOCC2)cc1NC(=O)Cc1ccc2c(c1)OCCO2	·	-1.8	-0.8	·	·	2.8	·	-3.5	·
O=C(O)CC(NC(=O)CCc1ccccc1)c1ccc(Cl)cc1 (stereo unspecified)	109.0	-15.0	-1.1	1.2	-6.8	0.8	10.1	-11.7	7.0
Cc1nn(S(=O)(=O)c2ccc(F)cc2)c(C)c1S(=O)(=O)N1CCOCC1	102.0	1.8	0.3	-3.1	2.2	0.2	-8.1	2.6	4.0
O=C(NC(Cc1ccccc1)C(=O)O)C1CCN(S(=O)(=O)c2cccc(C(F)(F)F)c2)CC1 (stereo unspecified)	102.0	-1.1	0.1	0.0	-1.6	0.5	16.2	-12.4	-1.0
O=C(NCc1ccc(-c2nc3ccccc3s2)cc1)c1ccco1	99.0	-9.7	2.9	0.7	14.7	0.0	13.5	0.2	-1.0
CCOC(=O)N1CCN(C(=O)c2cc3cc(OC)c(OC)cc3[nH]2)CC1	103.0	·	·	-12.4	-2.3	·	11.0	-9.3	9.0
Cc1ccccc1OCC(O)Cn1c(=N)n(CCN2CCOCC2)c2ccccc21 (stereo unspecified)	118.0&109.0	-5.4&-6.4	0.6&-0.6	-8.0&-2.0	32.7*!	0.5&0.0	42.8*!	-7.4&-5.7	5.0&4.0
COc1ccc(-c2c(C)n([O-])c3c([n+]2=O)CCC3)cc1OC	101.0	-6.4	-0.2	-1.4	-7.4	-0.8	18.9	-3.8	-3.0

Source: PubChem BioAssay

Rows are unselected; about 4.1% have a hit in one of these screens.
